# SIRT5 block: inhibitors of human sirtuin-5 desuccinylase. Q9NXA8. Purified SirT5, succinyl-peptide AMC, trypsin-coupled fluorescence. inhibition, % at 15 µM. 330,000 compounds, 1.1% hits; in the data active means inhibition above about 15%; inconclusive means no clear call, values can overlap the other calls
# Target sequence (Q9NXA8 whole entry, looked up): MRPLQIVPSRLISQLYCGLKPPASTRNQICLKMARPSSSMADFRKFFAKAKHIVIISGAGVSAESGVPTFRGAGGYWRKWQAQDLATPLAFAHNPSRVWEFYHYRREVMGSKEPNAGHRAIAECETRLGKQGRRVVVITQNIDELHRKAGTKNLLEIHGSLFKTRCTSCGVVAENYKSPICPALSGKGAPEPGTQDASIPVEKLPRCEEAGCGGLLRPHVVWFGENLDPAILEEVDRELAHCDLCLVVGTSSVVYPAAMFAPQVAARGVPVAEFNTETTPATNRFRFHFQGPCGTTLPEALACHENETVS
# S100A4 MyoIIA: inhibitors of human S100A4 binding to myosin IIA peptide. P26447. S100A4/TAMRA-MyoIIA peptide fluorescence polarization. inhibition, % at 10.7 µM. 360,000 compounds, 0.14% hits. AID 652163;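 active means mean inhibition of at least 70% across replicates, with every replicate also reaching that level; inconclusive means mean inhibition reaches 70% but some replicates fall short; inactive means mean inhibition below 70%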
# Target sequence (P26447 whole entry, looked up): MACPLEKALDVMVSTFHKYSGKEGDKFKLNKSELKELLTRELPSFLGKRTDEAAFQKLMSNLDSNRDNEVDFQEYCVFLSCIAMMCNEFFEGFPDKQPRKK
#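 incubation = readout 5 min after mixing, signal stable up to 60 min | system = S100A4 monomer protein | buffer or medium = HEPES pH 7.2 with CaCl2, KCl, NaCl, DTT, Triton | benchmarks = neutral control DMSO, positive control TFP | also added = fluorescent myosin IIA peptide, 5 nM | compound dosing = one concentration per compound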
# DENV2 CPE: DENV2-induced cell death inhibition; DENV2-infected cells, cytopathic effect rescue, plate reader; CPE inhibition, % at 9.99 µM; 350,000 compounds, 1.7% hits; in the data active means CPE inhibition above about 20%, passing the limit was not always enough; inconclusive means no clear call, values can overlap the other calls; tested in BHK-21 cells;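 further: 0% = median of neutral control wells and 100% = median of positive control wells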
# E-sel inducer: E-selectin induction on HUVECs; P16581; HUVEC E-selectin immunofluorescence imaging; normalized: neutral wells 0, TNF-alpha wells 100; activation, % at 7.58 µM; 260,000 compounds, 0.37% hits;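 active means mean E-selectin-positive cell signal at least 10% of the positive control, reached in at least 60% of replicates, without over 20% cell loss; inconclusive means no rule given, readout overlaps actives, possibly toxicity-flagged; inactive means the rest, including those meeting only one limit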;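 further: in these data hits start at about 27%; measured in HUVEC primary endothelial cells; signal is the percent of cells scored E-selectin positive by PE staining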
#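 Assay system: HUVEC, human umbilical vein endothelial cells / Amount: 3,000 HUVEC/well / Controls: TNF-alpha positive control, DMSO neutral control / Compound dosing: single concentration / Medium: EGM-2 over gelatin coat / Evaluation: percent E-selectin-positive cells / Signal: immunofluorescence imaging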
# PglD inh: PglD (C. jejuni) enzyme inhibition; purified PglD enzyme, DTNB colorimetric CoA detection; 360,000 compounds, 0.098% hits; inhibition, % at 12.5 µM; in the data active means inhibition above about 16%, passing the limit was not always enough; inconclusive means no clear call, values can overlap the other calls; further: strong numbers were not always called active
# ERp5 inh: inhibitors of human ERp5. Q15084. ERp5 insulin aggregation, absorbance 650 nm, 90 min. inhibition, % at 9.99 µM. 350,000 compounds, 0.05% hits;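 active means mean replicate inhibition above about 25%, with every replicate also reaching it, limit read from the data, passing the limit was not always enough; inconclusive means only one of those two criteria met; inactive means neither criterion met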
# Target sequence (Q15084 whole entry, looked up): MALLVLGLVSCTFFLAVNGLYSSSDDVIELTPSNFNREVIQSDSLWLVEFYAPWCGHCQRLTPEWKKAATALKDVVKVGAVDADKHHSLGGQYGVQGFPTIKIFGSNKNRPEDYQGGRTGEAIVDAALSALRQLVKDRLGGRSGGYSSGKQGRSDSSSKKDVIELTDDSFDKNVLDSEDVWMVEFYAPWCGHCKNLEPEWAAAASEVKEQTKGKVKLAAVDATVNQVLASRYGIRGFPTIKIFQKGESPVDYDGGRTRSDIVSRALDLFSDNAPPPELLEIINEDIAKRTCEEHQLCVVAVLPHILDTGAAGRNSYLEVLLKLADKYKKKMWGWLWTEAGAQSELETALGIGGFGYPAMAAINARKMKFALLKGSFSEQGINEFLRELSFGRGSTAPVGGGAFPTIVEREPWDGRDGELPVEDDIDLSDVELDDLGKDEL
# C2C12 statin: suppressors of simvastatin-induced myotoxicity in C2C12 myotubes; ATP luminescence, 48 h; scaled: DMSO 0, geranylgeraniol control 100; rescue of ATP level, % at 7.49 µM; 330,000 compounds, 0.78% hits;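 active means mean ATP rescue above about 67%, or every replicate alone reaching that limit, limit read from the data, passing the limit was not always enough; inconclusive means no clear call, values can overlap the other calls; inactive means mean under the limit and some replicate under it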;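 further: myotubes were challenged with 10 µM simvastatin during compound exposure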
# Numbers without * were called inactive; u = inconclusive; x = no result given.
SMILES,SIRT5 block,S100A4 MyoIIA,DENV2 CPE,E-sel inducer,PglD inh,ERp5 inh,C2C12 statin
CCC(=O)N1C[C@@H](C)[C@@H](OC)CN(C)C(=O)c2ccc(NS(C)(=O)=O)cc2OC[C@@H]1C,-1,0,-9,-0.1,3,-1,12
CC(=O)Nc1cc2c3c(cccc3c1)-c1ccccc1-2,-10,2,5,0.0,x,-11,0
C=CCn1c(=S)[nH]c2scc(-c3ccc(C)o3)c2c1=O,1,1,-5,x,x,-1,x
C[C@@H]1CN([C@H](C)CO)C(=O)c2cc(C3=CCCC3)cnc2O[C@H]1CN(C)Cc1ccccc1C(=O)O,3,5,-3,-0.1,0,-5,-1
COc1ccc(NC(=O)CSc2nnc(C)n2C2CCCCC2)cc1,5,3,2,x,2,-4,-14
CCOC(=O)N1CCN(S(=O)(=O)N2CCCC(C(=O)NCc3cccc(OC)c3)C2)CC1 (configuration not stated),-3,-3,-1,x,-3,2,-8
Fc1ccc(NC(=S)Nc2cccc3ccccc23)cc1,-2,-5,3,x,4,4,6
O=C(O)C1=C[C@@H](C2CC2)C[C@@H](OCc2ccc(CO)cc2)O1,0,-7,-2,-0.1,4,4,4
NS(=O)(=O)c1cccc(NC(=O)CSc2nc3ccccc3[nH]2)c1,-5,-5,u,x,-3,-7,-9
Cc1oc(S(=O)(=O)N2CCCC2)cc1C(=O)Nc1ccccc1,-9,-8,1,0.1,x,2,x
Cc1ccccc1S(=O)(=O)N1[C@@H](c2cccc(Cl)c2)C(C(=O)OC(C)(C)C)=CC[C@H]1c1ccc(Cl)cc1,2,-1,-9,-0.1,-5,-2,7
O=C(COC(=O)Cc1ccc(Cl)cc1Cl)NC1CC1,x,-1,-1,-0.1,5,3,6

# Brought forward from above: two compounds, followed by the next part.
SMILES,SIRT5 block,S100A4 MyoIIA,DENV2 CPE,E-sel inducer,PglD inh,ERp5 inh,C2C12 statin
Cc1ccccc1S(=O)(=O)N1[C@@H](c2cccc(Cl)c2)C(C(=O)OC(C)(C)C)=CC[C@H]1c1ccc(Cl)cc1,2,-1,-9,-0.1,-5,-2,7
O=C(COC(=O)Cc1ccc(Cl)cc1Cl)NC1CC1,x,-1,-1,-0.1,5,3,6
CCN(CC)c1ccc(NC(=O)c2c(C)noc2C)cc1,0,-6,13,1.6,0,-12,x
C[C@H]1CN([C@@H](C)CO)C(=O)c2cc(-c3cncnc3)cnc2O[C@@H]1CN(C)C(=O)c1cccc(F)c1,8,5,-4,-0.3,0,0,5
O=C(NNc1ncnc2sccc12)c1ccc(Cl)cc1,-3,-3,-3,-0.1,2,5,10
CC(C)(C)c1cc(NC(=O)C2(C)CCN2C(=O)C2(c3ccccc3)CCCC2)no1 (configuration not stated),x,-4,-2,-0.1,-2,-3,2
COC(=O)C1=C/c2ccccc2C(C2CC2)N(Cc2ccc(OC)cc2)/C=C\1C(=O)OC (configuration not stated),0,0,13,x,50,0,x
COc1ccc(C#Cc2ccc3c(c2)O[C@@H](CN(C)C)[C@H](C)CN([C@@H](C)CO)S3(=O)=O)cc1,-3,-3,u,-0.4,-1,1,x
O=C(C1CCC1)N1CC(=O)N2[C@H](CO)[C@H](c3ccc(C#CCc4ccccc4)cc3)[C@H]2C1,2,3,11,-0.8,x,1,x
CO[C@H]1CN(C)C(=O)c2cc(NC(=O)Cc3ccccc3)ccc2OC[C@@H](C)N(C(C)=O)C[C@H]1C,-4,-8,-2,-0.1,0,9,-3
COc1ccc(C(=O)Nc2ccnn2C2CCN(CC3CC=CCC3)CC2)cc1 (configuration not stated),-4,-22,12,-1.4,3,-1,4
CCN(CC)S(=O)(=O)c1ccc(N2CCOCC2)c(NC(=O)c2ccc(NC(C)=O)cc2)c1,15*,-3,0,0.1,x,6,x
COc1ccc(C)cc1Nc1nc(-c2c[nH]c3ccccc23)cs1,-4,-9,9,x,x,4,x
CCC(=O)N(C)C[C@@H]1Oc2cc(-c3cccc(C#N)c3)ccc2S(=O)(=O)N([C@@H](C)CO)C[C@H]1C,-5,-1,-7,-0.7,-3,5,x
O=C(CCCc1c[nH]c2ccccc12)N[C@@H](Cc1c[nH]c2ccccc12)C(=O)O,0,-15,-1,0.6,-2,1,-7
COC(=O)c1ccc(N2NC(=O)/C(=C/c3cc(OC)c(O)c(OC)c3)C2=O)cc1,2,-3,-3,0.0,-6,0,13
O=S(=O)(c1ccc2ccccc2c1)N1CCN(C(=S)Nc2ccccc2F)CC1,-3,-4,-1,0.5,1,4,-9
O=C(C[n+]1ccncc1)c1ccccc1,0,2,1,x,3,2,-3
O=C(Nc1ccc(S(=O)(=O)N2CCCCC2)cc1)c1ccc(=O)[nH]c1,-1,-13,10,x,1,3,-5
CCN(CC)CCCN(C(=O)c1ccco1)c1nc(-c2ccc(C)cc2)cs1,0,3,-1,1.3,3,1,-21
O=C(c1ccccc1)N1N=C(C(F)(F)F)CC1(O)c1ccc(F)cc1 (configuration not stated),-2,0,-6,x,-2,2,1
CCc1n[nH]c(=S)n1/N=C/c1cccc2ccccc12,8,3,u,0.2,3,-1,-7
COc1ccc(NC(=O)Cn2nc(Cc3cccnc3)c3ccccc3c2=O)cc1OC,-1,-1,-1,-1.1,2,2,-9
O=C(NCc1ccc(Cl)c(Cl)c1)c1cc(C2CCCCN2C(=O)c2ccccn2)on1 (configuration not stated),0,2,12,0.1,1,2,-8
Cc1ccc(S(=O)(=O)c2nc(S(C)(=O)=O)sc2N2CCCC2)cc1,2,-7,2,x,-6,1,-2
COCC#Cc1ccc([C@@H]2[C@H](CO)N3C(=O)CN(C(=O)C4CCCC4)C[C@@H]23)cc1,1,-3,17,0.1,x,1,x
NC(=O)c1cccc(Nc2nc(C(N)C3CCCCC3)cs2)n1 (configuration not stated),0,-1,-6,-0.1,11,4,-22
O=C(COc1cccc(C(F)(F)F)c1)Nc1nnc(C2CC2)s1,-4,-66,-5,-0.2,x,-2,2
COc1cc(C2C(C(=O)c3ccc(C)o3)=C(O)C(=O)N2Cc2ccccc2)ccc1O (configuration not stated),12,-7,-11,-0.2,-1,0,x
COc1cccc(CNC(=O)C[C@H]2CC[C@@H](NC(=O)C3CC3)[C@@H](CO)O2)c1,2,-1,-12,-0.2,3,5,-4
CCCN1C[C@@H](C)[C@@H](OC)CN(C)C(=O)c2cc(NC(=O)C3CC3)ccc2OC[C@@H]1C,-7,5,-7,-0.1,3,0,20
CC(C)CC#Cc1cnc2c(c1)C(=O)N([C@@H](C)CO)C[C@@H](C)[C@@H](CN(C)Cc1ccccc1C(=O)O)O2,2,3,14,-0.6,0,8,-9
CCOc1ccccc1C(=O)NC(C(=O)NCCc1ccccn1)C(C)C (configuration not stated),x,0,-1,2.1,1,1,1
O=C(NN1CCOCC1)c1cc(S(=O)(=O)Nc2cccc(C(F)(F)F)c2)ccc1Cl,2,2,4,x,x,-2,x
O=C(C1CCCCC1)N1CC(=O)N2[C@H](C1)[C@H](c1ccc(C#Cc3cccc(F)c3)cc1)[C@@H]2CO,6,-11,15,-0.1,x,5,x
Cc1cccc(S(=O)(=O)N2CCCCN3[C@H](CO)[C@H](c4ccc(C#C[C@@H](C)O)cc4)[C@H]3C2)c1,-1,6,-7,-0.7,0,1,-3
Cc1onc(-c2ccccc2)c1C(=O)OCCOc1ccccc1F,-4,-7,-2,-0.1,1,-1,5
O=C(Nc1nnc(-c2ccncc2)s1)Nc1ccccc1F,-2,0,-4,x,x,6,-6

# Exported bar-delimited: 17 of the compounds above.
SMILES | SIRT5 block | S100A4 MyoIIA | DENV2 CPE | E-sel inducer | PglD inh | ERp5 inh | C2C12 statin
O=C(Nc1ccc(S(=O)(=O)N2CCCCC2)cc1)c1ccc(=O)[nH]c1 | -1 | -13 | 10 | x | 1 | 3 | -5
CCN(CC)CCCN(C(=O)c1ccco1)c1nc(-c2ccc(C)cc2)cs1 | 0 | 3 | -1 | 1.3 | 3 | 1 | -21
O=C(c1ccccc1)N1N=C(C(F)(F)F)CC1(O)c1ccc(F)cc1 (configuration not stated) | -2 | 0 | -6 | x | -2 | 2 | 1
CCc1n[nH]c(=S)n1/N=C/c1cccc2ccccc12 | 8 | 3 | u | 0.2 | 3 | -1 | -7
COc1ccc(NC(=O)Cn2nc(Cc3cccnc3)c3ccccc3c2=O)cc1OC | -1 | -1 | -1 | -1.1 | 2 | 2 | -9
O=C(NCc1ccc(Cl)c(Cl)c1)c1cc(C2CCCCN2C(=O)c2ccccn2)on1 (configuration not stated) | 0 | 2 | 12 | 0.1 | 1 | 2 | -8
Cc1ccc(S(=O)(=O)c2nc(S(C)(=O)=O)sc2N2CCCC2)cc1 | 2 | -7 | 2 | x | -6 | 1 | -2
COCC#Cc1ccc([C@@H]2[C@H](CO)N3C(=O)CN(C(=O)C4CCCC4)C[C@@H]23)cc1 | 1 | -3 | 17 | 0.1 | x | 1 | x
NC(=O)c1cccc(Nc2nc(C(N)C3CCCCC3)cs2)n1 (configuration not stated) | 0 | -1 | -6 | -0.1 | 11 | 4 | -22
O=C(COc1cccc(C(F)(F)F)c1)Nc1nnc(C2CC2)s1 | -4 | -66 | -5 | -0.2 | x | -2 | 2
COc1cc(C2C(C(=O)c3ccc(C)o3)=C(O)C(=O)N2Cc2ccccc2)ccc1O (configuration not stated) | 12 | -7 | -11 | -0.2 | -1 | 0 | x
COc1cccc(CNC(=O)C[C@H]2CC[C@@H](NC(=O)C3CC3)[C@@H](CO)O2)c1 | 2 | -1 | -12 | -0.2 | 3 | 5 | -4
CCCN1C[C@@H](C)[C@@H](OC)CN(C)C(=O)c2cc(NC(=O)C3CC3)ccc2OC[C@@H]1C | -7 | 5 | -7 | -0.1 | 3 | 0 | 20
CC(C)CC#Cc1cnc2c(c1)C(=O)N([C@@H](C)CO)C[C@@H](C)[C@@H](CN(C)Cc1ccccc1C(=O)O)O2 | 2 | 3 | 14 | -0.6 | 0 | 8 | -9
CCOc1ccccc1C(=O)NC(C(=O)NCCc1ccccn1)C(C)C (configuration not stated) | x | 0 | -1 | 2.1 | 1 | 1 | 1
O=C(NN1CCOCC1)c1cc(S(=O)(=O)Nc2cccc(C(F)(F)F)c2)ccc1Cl | 2 | 2 | 4 | x | x | -2 | x
O=C(C1CCCCC1)N1CC(=O)N2[C@H](C1)[C@H](c1ccc(C#Cc3cccc(F)c3)cc1)[C@@H]2CO | 6 | -11 | 15 | -0.1 | x | 5 | x

# Additional entries
SMILES,SIRT5 block,S100A4 MyoIIA,DENV2 CPE,E-sel inducer,PglD inh,ERp5 inh,C2C12 statin
CCOC(=O)c1cc2cc(OC)ccc2n1C1CCN(CCc2ccccc2)CC1,-3,-5,-8,-0.7,x,-2,x
CCCOc1ccc(N/C=C/C(=O)c2ccc(OC)c(OC)c2)cc1,17*,6,u,x,2,3,2
O=C(NNC(=O)c1ccc[nH]1)c1cccc(C(F)(F)F)c1,-3,-3,0,-0.9,-4,-3,9
Cc1cc(C)cc(Nc2c3c(nc4ncnn24)CCC3)c1,3,-5,-4,x,x,2,x
COCC(=O)N(C)C[C@@H]1Oc2cc(-c3cccc(F)c3)ccc2S(=O)(=O)N([C@@H](C)CO)C[C@@H]1C,-1,1,-3,x,-2,0,3
CCSCc1nc2ccccn2c1Br,-1,-4,-3,x,x,-1,x
Cc1cc(C)c(S(=O)(=O)Nc2ccccc2-c2ccccc2)c(C)c1,0,0,-4,x,5,-1,-15
Cc1cccc(CC(C)NC(=O)c2cc(COc3ccc(C)c(C)c3)on2)n1 (configuration not stated),-9,-1,-5,x,-2,1,x
CN(CC(=O)Nc1ccc(Cl)cc1)C(=O)c1ccc(N2CCCC2=O)cc1,-2,2,-1,-0.9,0,-1,-7
NS(=O)(=O)c1ccc(NC(=O)Nc2cccc(Cl)c2)cc1,-7,-3,-5,x,x,-11,x

# Some of the compounds tested. The share of hits here may be higher or lower than overall.
